influenza NS1A: H1N1 influenza NS1A inhibitors, functional cell based assay (AID 504329). NS1A functional cell-based assay, percent inhibition; higher % means a stronger effect. inhibition, % at 12.5 µM, or IC50 in µM where a hit was titrated. 340,000 compounds, 0.3% hits; in the data active means a potency from the dose series; inconclusive means inhibition above about 27% without an active follow-up result; further: strong numbers were not always called active
H37Rv inhibition: M. tuberculosis growth inhibition, HTS (AID 449762); one-dose inhibition, % at 25 µM; IC50 in µM for titrated hits; M. tuberculosis H37Rv growth inhibition, 7H9 media; higher % means a stronger effect; 330,000 compounds, 0.59% hits; in the data active means a potency from the dose series; inconclusive means inhibition above about 70% without an active follow-up result;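 further: bacterial growth assessed after seven days of incubation; strong numbers were not always called active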
Salmonella PhoP GFP: PhoP regulon inhibitors, Salmonella typhi PhoP promoter GFP reporter, confirmatory (AID 1850); Salmonella Typhi PhoP-promoter GFP reporter, fluorescence, 4 h; higher % means a stronger effect; 310,000 compounds, 0.33% hits; inhibition, % at 50 µM, or IC50 in µM where a hit was titrated; in the data active means a potency from the dose series; inconclusive means inhibition mostly from about 25% at the one dose, without a potency; inactive means the rest, 99 in 100 with inhibition below about 19%;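 further: 0% = induced wells with vehicle and 100% = uninduced wells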
inhibitors of VEEV: inhibitors of VEEV TC-83 cytopathic effect, confirmation, Vero cells (AID 588727) | Vero cells, VEEV TC-83 cytopathic effect inhibition; higher % means a stronger effect | inhibition, % at 20 µM, or IC50 in µM where a hit was titrated | 350,000 compounds, 0.13% hits; in the data active means a potency from the dose series; inconclusive means inhibition mostly from about 14% at the one dose, without a potency; inactive means the rest, 99 in 100 with inhibition below about 12%; further: strong numbers were not always called active
tuberculosis growth: growth inhibition of non-replicating M. tuberculosis (AID 488890). Mycobacterium tuberculosis non-replicating, growth inhibition; higher % means a stronger effect. inhibition, % at 25 µM, or IC50 in µM where a hit was titrated. 320,000 compounds, 0.39% hits; in the data active means a potency from the dose series; inconclusive means inhibition mostly from about 82% at the one dose, without a potency; inactive means the rest, 99 in 100 with inhibition below about 76%;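 further: plate controls were DMSO cells for no effect and high antibiotic wells for full effect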
inhibitors of VEEV 10K pilot screen: also measured in inhibitors of VEEV; calls as there; inhibition, %; measured here: 10K pilot screen inhibition
Numbers without * were called inactive; i = inactive; u = inconclusive; x = not tested or not shown; & = joins results of further samples.

SMILES	influenza NS1A	H37Rv inhibition	Salmonella PhoP GFP	inhibitors of VEEV	tuberculosis growth	others
Cc1cc2oc(=O)cc(CN(C)Cc3ccccc3F)c2cc1Cl	9%	11%	-5%	0.8%	26%
COC(=O)/C=C/c1ccc2c(c1)OCO2	-4%	5%	-1%	2.0%	u
COC(=O)C(Cc1ccc(O)cc1)NC(=O)C(CC(=O)OC(C)(C)C)NC(=O)OC(C)(C)C (configuration not stated)	0%	2%	-1%	0.9%	16%
COc1cccc(-c2ccc3ncnc(NCc4cccs4)c3c2)c1	5%	u	x	1.2%	58%
COCCOC(=O)c1[nH]c2c(c1C)C(=O)CC(c1ccc(N(C)C)cc1)C2 (configuration not stated)	11%	5%	8%	8.7%	50%
Nc1nc(-c2ccccc2)nc(-c2ccccc2O)n1	8%	4%	-7%	5.5%	-3%
COC(=O)C(CCSC)NC(=O)C(NC(=O)C1CCC(C)CC1)C(C)C (configuration not stated)	-1%	-2%	-7%	0.3%	5%
COc1ccc(C(=O)Nc2cccc(-c3ccc4nncn4n3)c2)cc1OC	-2%	-7%	5%	1.3%	-1%
CCOc1ccc(NC(=O)c2oc3ccccc3c2NC(=O)CC)cc1	x	-4%	-4%	x	-12%
COc1cc(CCC(=O)NNC(=O)c2cccc(Cl)c2)cc(OC)c1OC	3%	3%	11%	1.9%	1%
CCCc1cc(=O)[nH]c(SCC(=O)NC2CC2)n1	3%	0%	x	1.3%	-9%
Cc1ccc(O)c(C(=O)c2cnn(-c3ccc(S(=O)(=O)N4CCOCC4)cc3[N+](=O)[O-])c2)c1	-8%	4%	-4%	i	0%
CCOC(=O)C1(Cc2ccc(OC)cc2)CCN(C(=O)c2sc(C)nc2C)CC1	4%	0%	3%	i	-17%
Cc1cc(Br)ccc1OCCn1ccnc1	-5%	-4%	-9%	0.7%	18%
Cc1cc(C(=O)COC(=O)c2cccs2)c(C)n1-c1c(C)n(C)n(-c2ccccc2)c1=O	10%	-1%	10%	2.9%	-8%
CCCc1cc(=O)n2[nH]c(SCc3ccccc3)nc2n1	-3%	-4%	14%	0.8%	60%
CC(C)OP(=O)(OC(C)C)C(Nc1ccccc1)c1cccc2c1OCO2 (configuration not stated)	-5%	0%	0%	9.2%	9%
O=C(Nc1ccccc1)c1ccc(NCc2cccnc2)c(S(=O)(=O)N2CCOCC2)c1	5%	4%	0%	7.1%	16%
O=Nc1c2cc3ccccc3[nH]c-2c2ccccc12	-16%	x	x	11%	x
CCCCSC1=NN1c1nc(N)nc(C)c1CC	-14%	-8%	-6%	0.3%	6%
O=C(OCC(=O)N1CCCC1)c1ccc(O)cc1	-6%	-10%	1%	1.3%	-23%
O=C(CCN1CCN(C/C=C/c2ccccc2)CC1)Nc1cccc(F)c1	4%	3%	-6%	0.2%	39%
Oc1ccccc1C(Nc1nccs1)c1ccc2cccnc2c1O (configuration not stated)	22%	4%	21µM*	40%	-25%
Cc1ccccc1NC(=O)CSc1nc2c(c(=O)n(C)c(=O)n2C)n1C	-4%	-2%	8%	1.1%	5%
Cc1cc(Nc2ccc(F)cc2Cl)n2ncnc2n1	1%	-6%	6%	1.6%	5%
CCOC(=O)c1cc2sccc2n1CC(=O)N1CCc2ccccc21	-1%	-1%	-5%	i	-9%
CSc1ccc(S(=O)(=O)NCC(=O)OCC(=O)N(C)CC(=O)Nc2ccc(F)cc2)cc1[N+](=O)[O-]	-13%	x	x	1.7%	x
CCc1nnc(NC(=O)CSc2nnc(-c3ccoc3C)n2-c2ccccc2)s1	5%	-6%	3%	1.9%	21%
CCOc1ccc(N2C(=O)CC(N3CCN(c4ccc(Cl)cc4)CC3)C2=O)cc1 (configuration not stated)	-12%	-28%	-4%	i	18%
CCCCOc1ccc(SCCCN2CCOCC2)cc1	8%	x	x	0.1%	x
CC(=O)N1CCN(c2ccc(NCc3ccc(C)cc3)cc2)CC1	7%	7%	-1%	1.4%	19%
Cc1cccc(C2=NN(c3ccccc3)[C@@H](C(=O)N3CCOC3=O)[C@@H]2c2ccc([N+](=O)[O-])cc2)c1	-5%	x	x	2.0%	x
N#Cc1ccccc1COC(=O)c1ccc2c(c1)OCCO2	-2%	x	x	i	x
CC(=O)Nc1ccc(S(=O)(=O)NCC(=O)OCC(=O)NNC(=O)c2ccccc2)cc1	-3%	-10%	x	3.0%	-1%
C=CCn1c(COc2ccccc2)nnc1SCC(=O)O	-2%	-7%	0%	i	4%
C/C(=N\NC(=O)CSCc1ccc(Cl)cc1)c1ccc2c(c1)OCCO2	1%	69%	-5%	3.8%	18%
O=C(COC(=O)C1CCN(c2ccc(C(F)(F)F)cn2)CC1)c1ccc(Cl)cc1	-4%	-5%	4%	2.3%	64%
Cc1nn(C(=O)c2ccoc2C)c(N)c1-c1ccccc1	5%	-3%	0%	4.0%	6%	inhibitors of VEEV 10K pilot screen=4.9
NS(=O)(=O)c1ccc(-c2ccc(/C=C3\C(=O)Nc4ccccc43)o2)cc1	x	-3%	-17%	x	6%
COc1ccc(C(=O)NCC(c2cccnc2)N2CCN(c3ccccc3)CC2)cc1OC (configuration not stated)	-2%	-10%	-2%	0.6%	-3%
CCOC(=O)N1CCN(C(=O)c2ccccc2N(Cc2ccccc2)S(=O)(=O)c2ccc(OC)cc2)CC1	-2%	2%	-14%	8.5%	24%
CC(C)N1CCC(N2CCN(C/C=C/c3ccccc3)CC2CCO)CC1 (configuration not stated)	-11%	-1%	2%	0.9%	14%
O=C(CCN1CCN(c2ccccc2)CC1)N/N=C/c1ccccc1O	-4%	-3%	-12%	13%	68%
O=c1ccn([C@@H]2O[C@H](CNS(=O)(=O)C3CC3)[C@@H](O)[C@H]2O)c(=O)[nH]1	20%	x	x	i	x
C[C@]12CCC(=O)C[C@@H]1CC[C@@H]1[C@@H]2CC[C@]2(C)[C@@H](C(=O)COC(=O)CCC(=O)O)CC[C@@H]12	-1%&-1%	-1%&0%	-7%&1%	0.5%&0.8%	-5%&-6%
Cc1cc(-c2n[nH]c(=S)o2)c(C)n1-c1ccccc1	x	-4%	-6%	x	10%
CCSc1nnc(CCNC(=O)OC(C)(C)C)o1	2%	6%	-9%	i	23%
O=C(O)C[C@H]1c2cc(F)ccc2S(=O)(=O)N1C1CCCC1	-1%	-5%	-2%	0.9%	-8%
CCN(c1ccccc1)S(=O)(=O)c1cc(C(=O)Nc2ccc(F)c(F)c2)ccc1F	-4%	-4%	-5%	5.8%	16%
COc1ccc(COc2cc(-c3cccc(OC)c3)nc3ccc(NC(=O)c4ccc(N(C)C)cc4)cc23)cc1	9%	-17%	-3%	11%	14%
CC1=C(C(N)=O)C(c2ccc(C)o2)C(C(N)=O)=C(C)N1	10%	-6%	0%	1.8%	-11%
CCN(CC)C(=O)CN1C(=O)C2(OCC(C)(C)CO2)c2ccccc21	-6%	-10%	x	2.0%	2%
Cn1nnnc1SCCNCc1ccccc1OCc1ccc(Cl)cc1	1%	21%	-5%	0.1%	29%
COc1cc(/C=C2\C(=O)ON=C2c2ccccc2)cc(Br)c1O	13%	8%	-5%	u	-3%
Cc1ccc(C)c(NC(=O)COC(=O)CNC(=O)c2ccccc2Cl)c1	12%	6%	7%	i	9%
COC(=O)c1ccc(COc2ccc(-c3nn[nH]n3)cc2)cc1	-6%	-20%	-5%	i	23%
CC1(C)Cc2ccccc2-c2nnc(-c3ccc(O)cc3)n21	-7%	-3%	-7%	2.2%	-16%
CCOCCCNC(=O)Cc1ccc(OC)c(OC)c1	-2%	8%	-12%	2.3%	-4%
O=C1NCC(NC(=O)C(F)(F)F)c2cc3c(cc21)OCO3 (configuration not stated)	-5%	-1%	1%	0.1%	-3%
Cc1ccc(C2=NNC(C(O)C(O)C(O)C(C)O)S2)cc1 (configuration not stated)	-13%	-3%	-5%	i	-2%
(continued)
SMILES	influenza NS1A	H37Rv inhibition	Salmonella PhoP GFP	inhibitors of VEEV	tuberculosis growth	others
CC(C)NC(=O)COC(=O)c1ccccc1C(=O)c1ccccc1	-4%	2%	0%	i	-2%
CN1/C(=C/C=C(C#N)C#N)C=Cc2ccccc21	-10%	11%	4%	u	0%
Cc1nnc(SCC(=O)NCc2ccco2)n1-c1ccc(F)cc1	13%	-1%	-4%	1.3%	12%
CCN1/C(=N\N)c2cccc3cccc1c23	9%	6%	2%	2.5%	71%
Cc1cc(C)c2c(=O)cc(C(=O)NCc3ccccc3)oc2c1	-20%	11%	-9%	0.6%	-12%
O=C(COc1ccc(Cl)cc1)NC(=S)Nc1ccccc1N1CCOCC1	-12%	-6%	-1%	1.6%	7%
CC(O)C(NS(=O)(=O)c1ccc(Cl)cc1)C(=O)OCC(=O)Nc1cccnc1Cl (configuration not stated)	-2%	1%	0%	0.6%	-10%
Cc1noc(C)c1NC(=O)N(C)C[C@H]1Oc2c(NS(=O)(=O)c3cccs3)cccc2C(=O)N([C@H](C)CO)C[C@@H]1C	1%	1%	x	i	-16%
Cn1c(=O)oc2cc(S(=O)(=O)N3CCC(C(=O)NCc4ccc(F)cc4)CC3)ccc21	-5%	-8%	-10%	1.6%	x
C=CCNC(=S)NNC(=O)COc1ccc(Br)cc1	2%	7%	-5%	2.0%	44%
O=C(CCNS(=O)(=O)c1ccccc1Cl)N1CCN(c2ccccn2)CC1	2%	-12%	x	0.1%	-2%
CCn1c(CSc2nnc(-c3ccncc3)n2CCOC)nc2cc(C(=O)O)ccc21	-11%	-2%	1%	0.9%	-8%
CC(=O)O/N=C(/c1nonc1N)N1CCN(c2ccc([N+](=O)[O-])cc2Cl)CC1	0%	4%	-7%	0.5%	-5%
COc1ccc(-c2nc3c(s2)CN(S(C)(=O)=O)CC3)cc1OC	-6%	-7%	10%	2.4%	-11%
Cc1nnc(-c2ccccc2)c(=O)n1/N=C/c1c(O)ccc2ccccc12	7%	24µM*	-11%	12%	1.3µM*
Cc1cc(OCC(=O)NCC(O)c2ccccc2)c2c(C)cc(=O)oc2c1 (configuration not stated)	2%	12%	9%	2.2%	-6%
CCOC(=O)CC(=O)NC(C)(C)CCCCC(C)(C)NC(=O)CC(=O)OCC	20%	-12%	-5%	i	-2%
Cc1n[nH]c(=O)nc1N/N=C/c1ccco1	0%	3%	-6%	1.4%	3%
NS(=O)(=O)c1ccc(CCNC(=S)Nc2ccccc2)cc1	-6%	-15%	6%	1.8%	-16%
O=C(O)c1cccc(S(=O)(=O)N2CCC(n3nnc4cc(C(F)(F)F)ccc43)CC2)c1	-2%	4%	-6%	0.5%	x
CCOc1ccc(CCNC(=O)c2[nH]c(C)c(C(C)=O)c2CC)cc1OCC	-2%	0%	-1%	i	15%
CCn1cc(C(=O)N[C@H](C(=O)NCCCOC)C(C)C)c(=O)c2cc3c(cc21)OCO3	-15%	-10%	0%	i	-1%
Cc1ccc(S(=O)(=O)NC2OC(=O)C(Cl)=C2Cl)cc1 (configuration not stated)	4%	-9%	4%	i	64%
COc1ccc(C(=O)NNC(=O)CSc2nnc(-c3ccc(O)cc3)n2C)cc1	12%	-7%	0%	1.3%	-9%

Fetched by compound from the entries so far (7):
SMILES	influenza NS1A	H37Rv inhibition	Salmonella PhoP GFP	inhibitors of VEEV	tuberculosis growth	others
Cc1cccc(C2=NN(c3ccccc3)[C@@H](C(=O)N3CCOC3=O)[C@@H]2c2ccc([N+](=O)[O-])cc2)c1	-5%	x	x	2.0%	x
Cc1cc(Nc2ccc(F)cc2Cl)n2ncnc2n1	1%	-6%	6%	1.6%	5%
CC(=O)O/N=C(/c1nonc1N)N1CCN(c2ccc([N+](=O)[O-])cc2Cl)CC1	0%	4%	-7%	0.5%	-5%
O=C(COc1ccc(Cl)cc1)NC(=S)Nc1ccccc1N1CCOCC1	-12%	-6%	-1%	1.6%	7%
C=CCNC(=S)NNC(=O)COc1ccc(Br)cc1	2%	7%	-5%	2.0%	44%
Cc1ccccc1NC(=O)CSc1nc2c(c(=O)n(C)c(=O)n2C)n1C	-4%	-2%	8%	1.1%	5%
Cc1nnc(-c2ccccc2)c(=O)n1/N=C/c1c(O)ccc2ccccc12	7%	24µM*	-11%	12%	1.3µM*

(list continues)
SMILES	influenza NS1A	H37Rv inhibition	Salmonella PhoP GFP	inhibitors of VEEV	tuberculosis growth	others
Cc1cc(NC(=O)CSc2ncn(-c3ccccc3)n2)no1	1%	-1%	-9%	1.5%	24%
Cc1ccc(NC2=C(Cl)C(=O)OC2OC(=O)c2ccco2)c(C)c1 (configuration not stated)	3%	-8%	47%	i	68%
COc1ccc(C(=O)NCC2CCCO2)cc1 (configuration not stated)	3%	-7%	-2%	i	27%
O=C(CSc1nc2ccccc2c(=O)n1Cc1ccccc1)Nc1ccc(Br)cc1C(=O)O	12%	1%	-3%	2.3%	14%

Screens (PubChem BioAssay)
